# High-throughput results: PubChem BioAssay, several laboratories
# MLLE-PAM2 inh = inhibitors of PABP1 MLLE–PAM2 peptide binding, primary screen, biochemical, fluorescence polarization, FITC-PAM2, GST-MLLE. inhibition, % at 20 µM. 360,000 tested, 0.36% active. AID 588489, 2011; in the data active = inhibition above about 35%, passing the limit was not always enough;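 note: plate controls were DMSO wells with GST-MLLE for no effect and wells lacking GST-MLLE protein for full effect; some results filed as inactive read as strong as hits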
# Rpn11 block = Rpn11 (PSMD14) deubiquitinase inhibitors, primary screen, biochemical, fluorescence polarization, uHTS | 26S proteasome non-ATPase regulatory subunit 14 (Homo sapiens), O00487 | human 26S proteasome, Ub4-pepOG fluorescence polarization; 20S core pre-blocked with epoxomicin | calls only at 20 µM | 360,000 tested, 0.59% active | AID 588493, 2011;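 active = inhibition at 20 µM, scaled to each plate's controls, above about 33%, limit read from the data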
# Target sequence (O00487 whole entry, looked up): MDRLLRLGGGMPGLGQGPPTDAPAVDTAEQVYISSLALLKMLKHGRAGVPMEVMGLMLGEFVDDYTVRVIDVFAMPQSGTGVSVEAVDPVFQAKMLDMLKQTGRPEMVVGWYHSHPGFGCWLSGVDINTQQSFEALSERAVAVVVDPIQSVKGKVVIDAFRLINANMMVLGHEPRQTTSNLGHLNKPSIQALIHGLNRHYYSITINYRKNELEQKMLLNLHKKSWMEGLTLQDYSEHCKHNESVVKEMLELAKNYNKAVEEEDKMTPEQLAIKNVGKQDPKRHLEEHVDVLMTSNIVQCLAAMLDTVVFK
# MT1-MMP act inh = blockers of MT1-MMP proenzyme processing, primary screen, HT1080 RFP-PRO-GFP cells, GFP/RFP fluorescence; Matrix metalloproteinase-14 (Homo sapiens), P50281; GFP/RFP ratio fluorescence, overnight; percent of plate control window, DMSO zero; GFP/RFP ratio change, % at 20 µM; 360,000 tested, 0.061% active; AID 651647, 2012;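 active = GFP/RFP ratio change of at least 30% with cell ATP level not reduced by more than half and red fluorescence within 50% of control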; note: strong numbers were not always called active
#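 Assay system: HT1080 RFP-PRO-GFP cells | Dosing: 20 µM single dose, 1% DMSO | Incubation: Cells overnight before dosing, compound overnight, 37 °C, 5% CO2 | Evaluation: GFP/RFP fluorescence ratio | Control set: DMSO-only wells and HT1080 RFP-L50D-GFP cell wells as references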
# FAS TE block = FAS thioesterase domain inhibitors, primary screen, biochemical, fluorescence intensity, uHTS. Fatty acid synthase (Homo sapiens), P49327. recombinant FAS-TE, OMFH fluorogenic substrate, fluorescence endpoint. inhibition, % at 15 µM. 360,000 tested, 0.67% active;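 active = compounds whose normalised, plate-corrected inhibition of enzyme fluorescence in the single-dose primary screen is 50% or more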;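 note: 0% = DMSO with enzyme and 100% = substrate without enzyme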
# MsrA act = bovine MsrA enzyme activators, primary screen, biochemical, absorbance, HTS; purified bovine MsrA, absorbance read-out; Methionine sulfoxide reductase A (Bos taurus); activation, % at 10.6 µM; 360,000 tested, 0.3% active; in the data active = activation above about 7.5%;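 note: 0% = vehicle and 100% = reference activator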
# Rin1 Abl inh = inhibitors of Rin1-Abl protein binding, primary screen, biochemical, TR-FRET | Tyrosine-protein kinase ABL1 (Homo sapiens) + Ras and Rab interactor 1 (Homo sapiens), … | 360,000 tested, 0.4% active | inhibition, % at 7.35 µM; in the data active = inhibition above about 5%, passing the limit was not always enough
# E coli Lon inh = inhibitors of E. coli Lon protease, primary screen, biochemical, fluorescence polarization. inhibition, % at 7.94 µM. purified E. coli Lon protease. 360,000 tested, 0.42% active; in the data active = inhibition above about 13%, passing the limit was not always enough;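 note: 0% = enzyme with probe and DMSO and 100% = no enzyme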
# Target sequence (P0A9M0 whole entry, looked up): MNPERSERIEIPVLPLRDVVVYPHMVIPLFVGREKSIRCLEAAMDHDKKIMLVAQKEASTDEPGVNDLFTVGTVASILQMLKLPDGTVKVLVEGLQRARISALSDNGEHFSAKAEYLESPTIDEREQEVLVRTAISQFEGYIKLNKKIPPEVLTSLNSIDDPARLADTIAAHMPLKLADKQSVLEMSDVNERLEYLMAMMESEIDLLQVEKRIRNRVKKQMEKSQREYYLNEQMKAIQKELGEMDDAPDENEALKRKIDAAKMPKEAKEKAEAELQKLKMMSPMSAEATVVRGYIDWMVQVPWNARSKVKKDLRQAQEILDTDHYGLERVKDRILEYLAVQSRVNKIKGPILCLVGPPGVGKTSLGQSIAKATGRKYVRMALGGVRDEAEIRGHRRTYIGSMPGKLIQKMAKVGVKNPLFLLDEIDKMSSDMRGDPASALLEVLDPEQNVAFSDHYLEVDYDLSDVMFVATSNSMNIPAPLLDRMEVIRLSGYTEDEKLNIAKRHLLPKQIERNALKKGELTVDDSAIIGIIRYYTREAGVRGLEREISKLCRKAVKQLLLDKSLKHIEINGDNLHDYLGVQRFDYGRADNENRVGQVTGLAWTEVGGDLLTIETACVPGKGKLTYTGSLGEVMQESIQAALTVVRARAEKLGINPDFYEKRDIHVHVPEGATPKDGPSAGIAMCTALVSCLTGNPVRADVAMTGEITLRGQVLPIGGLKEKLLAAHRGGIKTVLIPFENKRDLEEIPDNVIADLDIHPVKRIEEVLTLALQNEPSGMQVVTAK
# MsrA inhibitor = bovine MsrA enzyme inhibitors, primary screen, biochemical, absorbance, HTS; Methionine sulfoxide reductase A (Bos taurus); purified bovine MsrA, absorbance read-out; inhibition, % at 15.5 µM; 360,000 tested, 0.75% active; in the data active = inhibition above about 4.5%;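 note: 0% = vehicle wells with enzyme and 100% = reference inhibitor wells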
# CSN deneddyl inh = inhibitors of CSN-mediated cullin deneddylation, primary screen, biochemical, fluorescence polarization, uHTS; COP9 signalosome complex subunit 5 (Homo sapiens), Q92905; Purified CSN, SCF-Nedd8-OG deneddylation; inhibition, % at 12.5 µM; 360,000 tested, 0.38% active; AID 651999, 2013;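 active = pattern-corrected inhibition above about 35%, with an unprinted fluorescence ratio check between 0.5 and 1.5, limit read from the data, passing the limit was not always enough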;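 note: 0% = enzyme with substrate and 100% = substrate without enzyme; some results filed as inactive read as strong as hits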
#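 Assay system: purified human Csn5 enzyme expressed in HEK293T cells; Input: 0.24 nM Csn5 enzyme, final concentration; Reagent: 10 nM SCFSkp2-Nedd8OG; Compound dosing: 12.5 µM single point; Times: reaction 90 min, room temperature; Technique: fluorescence polarization readout.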
# An asterisk follows results filed as active; i = inactive; . = no result given; + = active, no number.
SMILES,MLLE-PAM2 inh,Rpn11 block,MT1-MMP act inh,FAS TE block,MsrA act,Rin1 Abl inh,E coli Lon inh,MsrA inhibitor,CSN deneddyl inh
Nn1cnnc1N/N=C/c1ccccc1C(F)(F)F,-7,i,2,-5,2,-1,-1,0.2,0
CCOC(=O)c1ccc(NS(=O)(=O)c2c(N)n(C)c(=O)n(C)c2=O)cc1,11,i,0,-11,-1,-1,-2,-0.6,-6
Cn1cc(SCC(=O)NCCc2ccccc2)c2ccccc21,11,i,2,4,-4,0,-3,-0.3,-4
C=CCSc1nnc(-c2ccccc2NC(C)=O)c(=O)[nH]1,3,i,-1,-9,-1,-3,2,-1.0,-7
Cc1nc2c(cc1C#N)C(=O)c1ccccc1-2,4,i,-2,-1,-5,-1,-2,0.5,1
Cc1ccccc1-c1ccccc1CN1[C@@H](C(C)C)COCCS1(=O)=O,-24,i,-3,14,0,1,3,0.2,2
CCOC(=O)c1ccccc1NC(=O)COC(=O)CCNS(=O)(=O)c1ccccc1,2,i,2,1,-3,2,-3,-1.4,1
Cc1ccc(S(=O)(=O)N/N=C/c2cccs2)cc1,-50,i,-1,-4,-5,3,6,1.6,1
Cc1cc(OCC(=O)NNC(=S)NC(=O)c2cccs2)ccc1Cl,17,i,7,2,1,1,-8,-0.9,-4
O=C(Cn1sc2ccccc2c1=O)Nc1ccc(F)cc1,32,i,3,-10,7,3,5,0.2,-5
COc1ccc(S(=O)(=O)N(C)C[C@H]2Oc3ccc(NC(=O)Cn4cnnn4)cc3C(=O)N([C@H](C)CO)C[C@@H]2C)cc1,-8,i,1,-12,-1,0,-7,-0.2,-1
Cc1ccccc1NC(=O)Cc1nc(COC(=O)CNC(=O)c2ccc(Cl)cc2Cl)cs1,-35,i,-2,0,-3,0,-2,-1.3,-6
Nc1c(C(=O)c2ccc(F)cc2)oc2ccccc12,15,i,-2,14,-9,4,9,1.9,-1
CC(=O)OC1OCCOC1NC(=S)Nc1ccc(C)cc1 (stereo not given),6,i,1,-4,-2,1,1,-0.1,-5
COc1ccc2c(c1)C(=O)CC(c1ccc3c(c1)OCCO3)O2 (stereo not given),1,i,.,11,-11,2,9,0.9,1
C=CCn1c(-c2ccc(F)cc2)n[nH]c1=S,-23,i,2,-5,-1,-2,3,0.2,-3
O=C(CCNC(=O)c1ccccc1)NNC(=O)c1ccc(F)cc1,13,i,-1,-5,-3,3,-4,0.9,0
Cc1cccc2cc(C(c3nnnn3Cc3ccccc3)N3CCN(c4ccccc4)CC3)c(=O)[nH]c12 (stereo not given),0,i,-3,-1,-11,1,6,-0.3,-1
CC(OC(=O)CSc1ccc(F)cc1)C(=O)NC1(C#N)CCCCC1 (stereo not given),-1,i,5,-6,-3,1,-4,-1.6,-2
N#CCc1ccc(Oc2ccc([N+](=O)[O-])cn2)cc1,-11,i,3,4,-2,0,1,1.2,-2

# One compound at a time, as listed above. Values in the order: MLLE-PAM2 inh	Rpn11 block	MT1-MMP act inh	FAS TE block	MsrA act	Rin1 Abl inh	E coli Lon inh	MsrA inhibitor	CSN deneddyl inh
# CC(OC(=O)CSc1ccc(F)cc1)C(=O)NC1(C#N)CCCCC1 (stereo not given) is listed with -1	i	5	-6	-3	1	-4	-1.6	-2
# CC(=O)OC1OCCOC1NC(=S)Nc1ccc(C)cc1 (stereo not given) is listed with 6	i	1	-4	-2	1	1	-0.1	-5
# O=C(CCNC(=O)c1ccccc1)NNC(=O)c1ccc(F)cc1 is listed with 13	i	-1	-5	-3	3	-4	0.9	0
# Cc1cccc2cc(C(c3nnnn3Cc3ccccc3)N3CCN(c4ccccc4)CC3)c(=O)[nH]c12 (stereo not given) is listed with 0	i	-3	-1	-11	1	6	-0.3	-1
# Nc1c(C(=O)c2ccc(F)cc2)oc2ccccc12 is listed with 15	i	-2	14	-9	4	9	1.9	-1

# (next part)
SMILES,MLLE-PAM2 inh,Rpn11 block,MT1-MMP act inh,FAS TE block,MsrA act,Rin1 Abl inh,E coli Lon inh,MsrA inhibitor,CSN deneddyl inh
CNc1ccc(C=C2C=Cc3ccccc32)cc1,-18,i,-2,30,-3,-3,-19,1.7,4
O=C(O)c1cc(-c2cccs2)nc2cc3c(cc12)OCCO3,22,i,-2,0,-2,-3,-6,3.3,-6
Cc1ccc(S(=O)(=O)N2CCN(C(=O)Cn3c(=O)oc4ccccc43)CC2)cc1,-20,i,-2,3,-4,6,1,0.1,-4
N/C(=N\c1nc2ccccc2o1)NC(=O)c1ccccc1,-6,i,6,4,-2,-2,4,1.8,3
O=C(CCn1cccc1)Nc1cc(F)ccc1F,20,i,0,-5,-5,-3,7,1.0,8
CCc1cccc(NS(=O)(=O)c2csc(C(N)=O)c2)c1,6,i,-1,1,-4,1,2,1.1,-3
COc1ccc(Oc2ccc3c(C(F)(F)F)cc(C(F)(F)F)nc3n2)cc1,2,i,10,21,1,-6,6,-0.8,-1
O=C1CCN=C(Nc2ccc(F)cc2)N1Cc1ccccc1,-1,i,-6,-6,-4,-4,-1,0.7,-3
NCCCN1CCOCC1,2,i,0,-4,-1,-1,0,0.0,-1
O=C(C[C@@H]1C/C=C\C[C@H](Cc2ccc(F)cc2)C(=O)OC[C@H]2CCCN2C1=O)N[C@H](CO)Cc1ccccc1,1,i,-2,-8,1,-2,10,-0.1,-4
CC1=C(C(=O)N2CCOCC2)CC(CC(=O)NCC2CCCCC2)C(=O)N1CCC1=CCCCC1 (stereo not given),-6,i,-1,1,-1,1,5,-0.3,-3
COc1cc2[nH]c3c(Cl)ncnc3c2cc1OC,7,i,8,-6,-6,7,-4,1.8,3
COc1cccc(NC(=O)c2ccnc(N3CCC(C(=O)NCc4ccccc4OC)CC3)c2)c1,4,i,14,8,-2,2,-5,-1.5,2
COc1ccc(CCN(C)C(=O)c2cccc(S(=O)(=O)N3CCN(c4ccc(F)cc4)CC3)c2)cc1OC,-16,i,5,13,-1,-2,-3,0.6,1
Fc1ccc(-c2nc3c4ccccc4ccn3c2Cc2ccccc2)cc1,0,i,0,-4,-1,0,-3,-0.3,-5
Nc1ccc(-c2nc3ccccc3o2)cc1,-17,+,-18,-11,-8,4,-15,1.9,9
C#CCn1c(O)c(N=NC(=O)C(O)c2ccccc2)c2ccccc21 (stereo not given),2,i,-2,-6,-10,-7,-1,2.3,2
CCC1Oc2ccccc2N(CC(=O)NCCCN2CCCC2)C1=O (stereo not given),-21,i,-1,-8,-2,3,1,-0.2,3
COc1ccccc1NC(=O)COC(=O)c1c(C)nn(-c2ccccc2)c1C,-4,i,0,11,-2,3,-4,-1.0,-4
Nc1ccc(C(=O)N/N=C\C=C\c2cccc([N+](=O)[O-])c2)cc1,4,i,5,0,-10,5,5,9.9*,0
CC(C)C[C@H]1CN=C(Nc2ccccc2)N1CC1CCC1,2,i,4,-13,0,2,1,-0.5,2
COc1ccc(S(=O)(=O)N2CCN(C(=O)NC3CCCCC3)CC2)cc1,7,i,12,-1,-3,0,6,-0.6,-3
COc1ccc(C(C(=O)NCC2CCCO2)N(C(=O)Cn2nnc3ccccc32)c2ccc(NC(C)=O)cc2)cc1 (stereo not given),-1,i,0,-1,-2,4,0,-0.6,4
CC(=O)NC1=NN(C(C)=O)C2(S1)C(=O)N(CC(C)C)c1ccc(C)cc12 (stereo not given),0,i,-2,-4,-2,-1,-7,-0.9,0
COc1ccc(CNC2=CC(=O)CC(C)(C)C2)cc1,-6,i,2,-8,-2,0,2,0.3,3
COc1cc(F)ccc1-c1cc(C(=O)Nc2ccc(NC(C)=O)cc2)[nH]n1,16,i,6,-3,-1,0,1,1.3,11
Cc1cc(C(=O)CSc2ncn[nH]2)c(C)n1-c1cccc(S(=O)(=O)N2CCOCC2)c1,-4,i,-2,-27,-3,-3,11,-1.2,-11
O=C(Nc1ncc(Cl)cn1)c1cccs1,-4,i,-1,-5,0,-2,4,-0.6,0
O=C(O)c1ccccc1C(=O)NNC(=O)C(c1ccccc1)c1ccccc1,4,i,2,-6,-3,0,-1,-2.3,4
CCOc1ccc(NC(=S)Nc2ccc(Br)cc2Cl)cc1,13,i,-1,10,-3,2,0,-0.9,4
COc1ccccc1-n1c(C)cc(/C=C2\C(=N)N3N=C(CC(=O)N4CCOCC4)SC3=NC2=O)c1C,-20,i,-4,0,-1,2,-7,5.3*,-1
COC(=O)C1(C)CN(S(=O)(=O)c2ccc(C)cc2)c2cc(OC)ccc2C1=O (stereo not given),11,i,3,18,-2,-9,2,2.4,-12
COc1ccc(NC(=O)CSc2ncnc3c2sc2ccccc23)c(OC)c1,-3,i,0,-2,-3,-12,-2,-1.8,4
CCCC1NC(=O)c2cc3ccccc3cc2-n2c1nc1ccc(C)cc1c2=O (stereo not given),-8,i,-2,27,0,0,-2,1.0,-5
CCOC(=O)C1(Cc2ccccc2C)CCCN(S(=O)(=O)c2cccnc2)C1 (stereo not given),7,i,0,3,-2,-3,0,0.0,0
Cc1cc(C(C)(C)C)c(O)c(C(C)(C)C)c1,-14,i,-3,1,-8,0,-5,1.3,-1
NC(=O)CSc1nnc(-c2ccoc2)o1,-12,i,-2,-4,-2,-2,4,-0.6,6
O=C(NCc1ccccc1)C(c1cccnc1)N(C(=O)c1csnn1)c1ccc(F)cc1 (stereo not given),1,i,-3,-4,-3,-2,-4,0.1,5
COC(=O)c1cccc(Oc2cccc(C(F)(F)F)c2)n1,2,i,-3,1,-7,-2,-1,-0.5,-2
Cc1ccc(C)c(OCc2n[nH]c(=S)o2)c1,-114,i,-2,-2,4,-1,1,0.3,3
O=S(=O)(NCC1CCCO1)c1ccc(Cl)c(C(F)(F)F)c1 (stereo not given),6,i,-4,0,-2,1,-4,0.4,4
CC1(c2ccccc2)NC(=O)N(CC(=O)NNC(=O)c2ccccc2)C1=O (stereo not given),-11,i,-3,-4,-5,5,-9,-1.1,-2
COc1ccc(N(C)S(=O)(=O)c2cccc(C(=O)NCC3CCCCC3)c2)cc1,2,i,-28,16,-3,-1,6,0.7,3
COc1ccc(Cc2nnc(NC(=O)Nc3ccccc3F)s2)cc1OC,-4,i,2,2,11*,1,-2,-0.7,6
C=CCN1CCOc2ccc(C)cc2S1(=O)=O,8,i,1,-3,-2,0,-6,0.1,-6
CC(C)=CC(=O)N1CCCC(N2CCN(c3ccccc3C)CC2)C1 (stereo not given),13,i,0,-5,-3,-1,-3,0.5,-3
OC(COCc1cccs1)CN1CCN(c2cccc(Cl)c2)CC1 (stereo not given),-18,i,5,7,-8,1,-3,1.0,-4
Nc1nnc(SCC(=O)OCc2ccccc2)s1,-18,i,-3,-22,2,-2,-16,0.3,2
O=C(Nc1ccc2c(c1)OCO2)N1CCN(c2ccc(F)cc2)CC1,12,i,2,-3,-10,2,-4,0.2,2
